Source: PubChem BioAssay (several laboratories)
Yeast superoxide – caloric restriction mimetics inhibiting age-related superoxide in yeast | S. cerevisiae aged cells, superoxide DHE fluorescence; stronger effect = lower value | superoxide response (% of plate mean), % at 10 µM | AID 2690 | 0.18% of 330,000 active;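 active means superoxide response under a set limit, about three screen SD below normal, cut at about 65% in these data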;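 further: yeast aged for seven days with compound at 30 °C before DHE staining; 100% = average MFI of all compound-treated wells on the plate with controls excluded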
procasp7 counter – counter-screen: procaspase-7 (human) activation; P55210; activation, % at 8.5 µM; recombinant procaspase-7, Ac-DEVD-pNA absorbance 405 nm; D23A/D198A/D206A triple mutant, cannot self-cleave; scale: DMSO 0, 5 µM enzyme 100; 0.093% of 330,000 active;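 active means percent activation above the screen-wide mean plus 3 SD, cut at about 25% in these data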
Target sequence (P55210 whole entry D23A/D198A/D206A): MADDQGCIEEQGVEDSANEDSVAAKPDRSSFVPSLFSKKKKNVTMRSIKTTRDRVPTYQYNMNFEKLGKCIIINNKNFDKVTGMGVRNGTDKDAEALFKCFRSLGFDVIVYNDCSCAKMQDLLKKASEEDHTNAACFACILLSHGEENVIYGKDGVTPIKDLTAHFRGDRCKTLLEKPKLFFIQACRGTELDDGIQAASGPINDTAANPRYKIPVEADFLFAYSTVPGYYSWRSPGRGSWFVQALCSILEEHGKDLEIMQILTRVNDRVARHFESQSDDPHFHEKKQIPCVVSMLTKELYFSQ
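Detection: p-Nitroaniline absorbance at 405 nm, read at 0 and 120 min; system: Uncleavable procaspase-7 mutant enzyme; evaluation: % activation from two-timepoint absorbance difference, scaled to controls; times: 1 h enzyme–compound preincubation and 2 h substrate reaction, both 25 °C; buffer or medium: Zinc-free HEPES pH 7.4 with 300 mM NaCl, 0.01% Triton X-100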
MEP2 TOR yeast – alters MEP2-GFP fluorescence in TOR pathway yeast screen | GFP response vs DMSO, % at 10 µM | S. cerevisiae MEP2-GFP strain, flow cytometry GFP, 3 h; 100% = DMSO control level | AID 2016 | 0.51% of 330,000 active;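 active means GFP response versus DMSO above a set limit, roughly screen mean plus 3 SD, cut at about 180% in these data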;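 further: median GFP fluorescence of the barcode-gated MEP2-GFP cells per well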
RPL19A TOR yeast – modulators of TOR pathway RPL19A-GFP in S. cerevisiae. S. cerevisiae RPL19A-GFP strain, flow cytometry, 3 h; stronger effect = lower value. AID 2025. 0.3% of 330,000 active. percent response vs DMSO, % at 10 µM;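 active means percent response vs DMSO below 50%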;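 further: median channel GFP fluorescence of the barcoded RPL19A-GFP strain; ratio of sample median GFP to plate DMSO average so 100% = DMSO; lower means less RPL19A-GFP as with rapamycin TOR inhibition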
LAP4 TOR yeast – modulators of TOR pathway LAP4-GFP in S. cerevisiae; GFP response vs DMSO, % at 10 µM; S. cerevisiae LAP4-GFP multiplex, flow cytometry GFP, 3 h; median GFP as percent of DMSO wells; 0.34% of 320,000 active;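 active means GFP response vs DMSO above a set limit, about the screen mean plus 3 SD, cut at about 150% in these data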
JMJD2C inh – blocks human GASC-1 demethylase activity; Q9H3R0; 0.069% of 330,000 active; GST-JMJD2C(1-420) H3K9me3 demethylation, DELFIA europium; inhibition, % at 2.35 µM; AID 2099;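 active means more than half of a compound's replicate wells show inhibition beyond 50%, single wells judged on their own value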;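 further: signal counts dimethyl H3K9 product captured on neutravidin plate; 0% = median of DMSO wells and 100% = 0.3 times that DMSO median; strong numbers were not always called active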
Target sequence (Q9H3R0 1-420 limits assumed): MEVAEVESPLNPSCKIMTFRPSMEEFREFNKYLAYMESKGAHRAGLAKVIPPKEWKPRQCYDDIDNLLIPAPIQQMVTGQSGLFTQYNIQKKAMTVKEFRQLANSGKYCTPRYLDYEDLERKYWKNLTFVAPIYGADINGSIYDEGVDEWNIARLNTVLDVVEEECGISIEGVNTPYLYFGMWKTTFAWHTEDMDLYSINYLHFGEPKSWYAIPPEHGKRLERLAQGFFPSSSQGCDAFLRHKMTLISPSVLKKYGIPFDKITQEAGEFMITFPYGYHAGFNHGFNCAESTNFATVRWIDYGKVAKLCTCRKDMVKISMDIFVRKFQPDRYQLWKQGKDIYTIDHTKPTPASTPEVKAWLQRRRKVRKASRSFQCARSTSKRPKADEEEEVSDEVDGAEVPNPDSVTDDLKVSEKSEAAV
AHR act – activates the human aryl hydrocarbon receptor; P35869; AHR-responsive luciferase reporter cells, luminescence; activation, % at 5 µM; 2.5% of 320,000 active; in the data active means activation above about 47%;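 further: 0% = vehicle wells and 100% = reference agonist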
proCasp3 act – activates human procaspase-3 | recombinant procaspase-3 D3A, Ac-DEVD-pNA absorbance 405 nm | activation, % at 8.5 µM | 0.11% of 330,000 active | AID 463141;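 active means activation above the mean of all tested compounds plus 3 SD, cut at about 21% in these data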;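 further: 0% = DMSO alone and 100% = DMSO wells spiked with extra 5 µM PC-3 D3A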
Target sequence (P42574 whole entry D9A/D28A/D175A): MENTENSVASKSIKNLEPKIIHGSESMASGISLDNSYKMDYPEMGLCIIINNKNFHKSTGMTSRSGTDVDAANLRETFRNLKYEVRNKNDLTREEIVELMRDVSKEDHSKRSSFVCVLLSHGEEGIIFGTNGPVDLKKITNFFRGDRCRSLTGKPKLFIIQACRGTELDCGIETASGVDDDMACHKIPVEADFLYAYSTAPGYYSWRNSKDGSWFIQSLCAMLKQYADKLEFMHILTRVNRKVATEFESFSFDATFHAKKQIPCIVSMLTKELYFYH
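assay system = Procaspase-3 D3A mutant | signal = absorbance at 405 nm, 0 and 120 min | times = 1 h preincubation plus 2 h reaction at 25 °C | repeats = single replicate | read-out = % activation between DMSO and enzyme-spiked controls | medium = Zinc-free HEPES saline buffer with Triton X-100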
An asterisk follows results filed as active. This is a random part of the collection. Share with any hit: about 3.8%.

What do the screens show for `Cc1ccc(C)c2c(SC(C)C(=O)NCc3ccco3)nc(-c3ccccc3)nc12` (centres undefined)?
Yeast superoxide: 103; procasp7 counter: 6; MEP2 TOR yeast: 107; RPL19A TOR yeast: 96; LAP4 TOR yeast: 93; JMJD2C inh: 1; AHR act: 4; proCasp3 act: 7

What do the screens show for `O=C(Oc1ccccc1)c1ccccc1OS(=O)(=O)c1ccccc1`?
Yeast superoxide: 90; procasp7 counter: 4; MEP2 TOR yeast: 100; RPL19A TOR yeast: 101; LAP4 TOR yeast: 97; JMJD2C inh: 2; AHR act: 3; proCasp3 act: 2

Results for c1ccn2c(CNc3ncnc4sccc34)nnc2c1 ?
Yeast superoxide: 84; procasp7 counter: 0; MEP2 TOR yeast: 95; RPL19A TOR yeast: 99; LAP4 TOR yeast: 94; JMJD2C inh: 3; AHR act: 9; proCasp3 act: -5

Results for O=S1(=O)CCN2C=C(Cl)C=C(Cl)C2=N1 ?
Yeast superoxide: 83; procasp7 counter: -5; MEP2 TOR yeast: 109; RPL19A TOR yeast: 98; LAP4 TOR yeast: 109; JMJD2C inh: 5; AHR act: 1; proCasp3 act: 0

What do the screens show for `Cc1nn(CC(=O)N2CCC(C)CC2)c(=O)c2cccn12`?
Yeast superoxide: 72; procasp7 counter: -10; MEP2 TOR yeast: 96; RPL19A TOR yeast: 101; LAP4 TOR yeast: 90; JMJD2C inh: 3; AHR act: 2; proCasp3 act: 9

Results for CCOc1ccc(NC(=O)c2ccccc2OCC(=O)c2ccc(C)cc2)cc1 ?
Yeast superoxide: 95; procasp7 counter: 12; MEP2 TOR yeast: 106; RPL19A TOR yeast: 102; LAP4 TOR yeast: 94; JMJD2C inh: 18; AHR act: -2; proCasp3 act: 3

How did CC(=O)c1ccc(NC(=O)COC(=O)c2c[nH]c3ccccc23)cc1 do in these assays?
Yeast superoxide: 106; procasp7 counter: -3; MEP2 TOR yeast: 94; RPL19A TOR yeast: 97; LAP4 TOR yeast: 89; JMJD2C inh: 0; AHR act: 22; proCasp3 act: 0

Results for CCS(=O)(=O)C1=NN2C(=N)/C(=C\c3ccc(OS(=O)(=O)c4ccccc4)cc3)C(=O)N=C2S1 ?
Yeast superoxide: 106; procasp7 counter: -7; MEP2 TOR yeast: 82; RPL19A TOR yeast: 96; LAP4 TOR yeast: 91; JMJD2C inh: -10; AHR act: 3; proCasp3 act: 2

How did Cc1ccc(NC(=O)c2nc[nH]c2C(=O)N2CCC(C)CC2)cc1 do in these assays?
Yeast superoxide: 101; procasp7 counter: -3; MEP2 TOR yeast: 91; RPL19A TOR yeast: 98; LAP4 TOR yeast: 104; JMJD2C inh: -5; AHR act: 12; proCasp3 act: 0

How did COC(=O)/C=C1/S/C(=N/NC(=O)c2ccccc2C)NC1=O do in these assays?
Yeast superoxide: 99; procasp7 counter: 9; MEP2 TOR yeast: 106; RPL19A TOR yeast: 99; LAP4 TOR yeast: 110; JMJD2C inh: -7; AHR act: 0; proCasp3 act: -7

Results for Cc1ccc[n+](-c2nc3ccccc3nc2[N-]S(=O)(=O)c2ccccc2)c1 ?
Yeast superoxide: 104; procasp7 counter: -3; MEP2 TOR yeast: 101; RPL19A TOR yeast: 98; LAP4 TOR yeast: 104; JMJD2C inh: -1; AHR act: 0; proCasp3 act: -8

Results for Cc1ccc(S(=O)(=O)Nc2ccc(N3CCOCC3)nc2)cc1 ?
Yeast superoxide: 94; procasp7 counter: -10; MEP2 TOR yeast: 102; RPL19A TOR yeast: 102; LAP4 TOR yeast: 103; JMJD2C inh: 6; AHR act: 3; proCasp3 act: 1

How did COc1ccc(-c2nc3ccc(C(=O)NCC(OC)OC)cc3nc2-c2ccc(OC)c(OC)c2)cc1OC do in these assays?
Yeast superoxide: 107; procasp7 counter: -2; MEP2 TOR yeast: 101; RPL19A TOR yeast: 102; LAP4 TOR yeast: 100; JMJD2C inh: -5; AHR act: -1; proCasp3 act: 3

Results for O=c1cc(-c2ccc([N+](=O)[O-])cc2)c2ccc(O)cc2o1 ?
Yeast superoxide: 103; procasp7 counter: 9; MEP2 TOR yeast: 105; RPL19A TOR yeast: 103; LAP4 TOR yeast: 103; JMJD2C inh: 4; AHR act: 1; proCasp3 act: 4

Results for Cc1ccccc1NC(=O)Cc1nc(CCl)cs1 ?
Yeast superoxide: 83; procasp7 counter: -26; MEP2 TOR yeast: 96; RPL19A TOR yeast: 94; LAP4 TOR yeast: 87; JMJD2C inh: -6; AHR act: -1; proCasp3 act: -12

How did COC(=O)CSc1nnc(-c2ccc(OC)cc2OC)o1 do in these assays?
Yeast superoxide: 94; procasp7 counter: 6; MEP2 TOR yeast: 97; RPL19A TOR yeast: 90; LAP4 TOR yeast: 106; JMJD2C inh: 6; AHR act: -2; proCasp3 act: 7

What do the screens show for `O=C(NNS(=O)(=O)c1ccc(F)c(Cl)c1)c1cccc(S(=O)(=O)N2CCOCC2)c1`?
Yeast superoxide: 103; procasp7 counter: 7; MEP2 TOR yeast: 101; RPL19A TOR yeast: 99; LAP4 TOR yeast: 103; AHR act: 0; proCasp3 act: 2

Results for CC(=O)c1cccc(N(C(=O)CNC(=O)c2ccco2)C(C(=O)NC2CCCC2)c2ccncc2)c1 (centres undefined) ?
Yeast superoxide: 113; procasp7 counter: 0; MEP2 TOR yeast: 94; RPL19A TOR yeast: 98; LAP4 TOR yeast: 95; JMJD2C inh: inactive; AHR act: -2; proCasp3 act: 5

Results for CCCCCCOc1ccc(NC(=O)CC2C(=O)N(CC)C(=S)N2Cc2ccco2)cc1 (centres undefined) ?
Yeast superoxide: 86; procasp7 counter: 4; MEP2 TOR yeast: 98; RPL19A TOR yeast: 99; LAP4 TOR yeast: 92; JMJD2C inh: -6; AHR act: -2; proCasp3 act: -8

Results for Cc1ccc(OCC(=O)N2CCN(C(=O)c3ccco3)CC2)cc1 ?
Yeast superoxide: 116; procasp7 counter: 3; MEP2 TOR yeast: 94; RPL19A TOR yeast: 96; LAP4 TOR yeast: 100; JMJD2C inh: -13; AHR act: -2; proCasp3 act: 6

Entries shown so far that have a halogen, in the order listed:
Results for O=S1(=O)CCN2C=C(Cl)C=C(Cl)C2=N1 ?
Yeast superoxide: 83; procasp7 counter: -5; MEP2 TOR yeast: 109; RPL19A TOR yeast: 98; LAP4 TOR yeast: 109; JMJD2C inh: 5; AHR act: 1; proCasp3 act: 0

Results for Cc1ccccc1NC(=O)Cc1nc(CCl)cs1 ?
Yeast superoxide: 83; procasp7 counter: -26; MEP2 TOR yeast: 96; RPL19A TOR yeast: 94; LAP4 TOR yeast: 87; JMJD2C inh: -6; AHR act: -1; proCasp3 act: -12

What do the screens show for `O=C(NNS(=O)(=O)c1ccc(F)c(Cl)c1)c1cccc(S(=O)(=O)N2CCOCC2)c1`?
Yeast superoxide: 103; procasp7 counter: 7; MEP2 TOR yeast: 101; RPL19A TOR yeast: 99; LAP4 TOR yeast: 103; AHR act: 0; proCasp3 act: 2

The results go on.
What do the screens show for `CCCn1c(=O)n(C)c(=O)c2c(SCc3cc(C(C)=O)ccc3OCC)nc(C3CC3)nc21`?
Yeast superoxide: 82; procasp7 counter: -4; MEP2 TOR yeast: 92; RPL19A TOR yeast: 92; LAP4 TOR yeast: 92; JMJD2C inh: -7; AHR act: 1; proCasp3 act: 5

How did COc1ccc(OC)c(NC(=O)c2c(NC(=O)CCC(=O)O)sc3c2CCCCC3)c1 do in these assays?
Yeast superoxide: 112; procasp7 counter: -24; MEP2 TOR yeast: 96; RPL19A TOR yeast: 100; LAP4 TOR yeast: 96; JMJD2C inh: 24; AHR act: 29; proCasp3 act: -13

Results for O=C(CNc1cccc(S(=O)(=O)N2CCOCC2)c1)Nc1cccc(Br)c1 ?
Yeast superoxide: 99; procasp7 counter: 9; MEP2 TOR yeast: 95; RPL19A TOR yeast: 97; LAP4 TOR yeast: 109; JMJD2C inh: 19; AHR act: 3; proCasp3 act: -1

What do the screens show for `COC(=O)c1ccc(NC(=O)CN(c2ccc(C)cc2)S(=O)(=O)c2c(C)nn(C)c2C)cc1`?
Yeast superoxide: 90; procasp7 counter: 2; MEP2 TOR yeast: 104; RPL19A TOR yeast: 101; LAP4 TOR yeast: 99; JMJD2C inh: 0; AHR act: 1; proCasp3 act: -4

Results for O=c1oc2cc(OCc3c(F)c(F)c(F)c(F)c3F)ccc2cc1-c1ccccn1 ?
Yeast superoxide: 99; procasp7 counter: 1; MEP2 TOR yeast: 94; RPL19A TOR yeast: 101; LAP4 TOR yeast: 77; JMJD2C inh: -9; AHR act: 19; proCasp3 act: 3

What do the screens show for `CCCCCn1c(Sc2ncccn2)nc2c1c(=O)[nH]c(=O)n2C`?
Yeast superoxide: 109; procasp7 counter: -15; MEP2 TOR yeast: 96; RPL19A TOR yeast: 97; LAP4 TOR yeast: 96; JMJD2C inh: 13; AHR act: 5; proCasp3 act: -3

How did Cc1ccc(CCNC(=O)CCc2nc3ccccc3[nH]2)cc1 do in these assays?
Yeast superoxide: 98; procasp7 counter: 3; MEP2 TOR yeast: 102; RPL19A TOR yeast: 104; LAP4 TOR yeast: 91; JMJD2C inh: 1; AHR act: 1; proCasp3 act: 0

How did CC(/C=C1\SC(=S)N(CCC(=O)Nc2ccccc2O)C1=O)=C\c1ccccc1 do in these assays?
Yeast superoxide: 107; procasp7 counter: -1; MEP2 TOR yeast: 111; RPL19A TOR yeast: 101; LAP4 TOR yeast: 124; JMJD2C inh: 4; AHR act: 3; proCasp3 act: -2

What do the screens show for `CCCCNC(=O)[C@@H]1CCCN1S(=O)(=O)c1cccc2cccnc12`?
Yeast superoxide: 101; procasp7 counter: -3; MEP2 TOR yeast: 86; RPL19A TOR yeast: 92; LAP4 TOR yeast: 97; JMJD2C inh: 8; AHR act: 2; proCasp3 act: 4

How did CCC1CCCCN1S(=O)(=O)c1ccc(NC(=O)c2cccnc2)cc1 (centres undefined) do in these assays?
Yeast superoxide: 100; procasp7 counter: -3; MEP2 TOR yeast: 95; RPL19A TOR yeast: 95; LAP4 TOR yeast: 93; JMJD2C inh: -9; AHR act: -2; proCasp3 act: -1

What do the screens show for `c1ccc2c(c1)nc(N1CCOCC1)c1nnnn12`?
Yeast superoxide: 104; procasp7 counter: 6; MEP2 TOR yeast: 91; RPL19A TOR yeast: 94; LAP4 TOR yeast: 78; JMJD2C inh: -7; AHR act: 22; proCasp3 act: -3

What do the screens show for `O=C(CSC(=S)N1CCCCC1)Nc1ncc2c(n1)CCCC2=O`?
Yeast superoxide: 88; procasp7 counter: 2; MEP2 TOR yeast: 108; RPL19A TOR yeast: 99; LAP4 TOR yeast: 101; JMJD2C inh: 0; AHR act: 1; proCasp3 act: 11

Results for Cc1cc(C)cc(N(CC(=O)NC2CCC(C)CC2)S(=O)(=O)c2c(C)noc2C)c1 (centres undefined) ?
Yeast superoxide: 96; procasp7 counter: 5; MEP2 TOR yeast: 105; RPL19A TOR yeast: 100; LAP4 TOR yeast: 99; AHR act: 2; proCasp3 act: 1

What do the screens show for `CCOc1ccc(/C=C(\C)C(=O)c2c(C)cc(C)[nH]c2=O)cc1`?
Yeast superoxide: 97; procasp7 counter: 1; MEP2 TOR yeast: 95; RPL19A TOR yeast: 102; LAP4 TOR yeast: 85; JMJD2C inh: 11; AHR act: 3; proCasp3 act: -7
